DT40 TDP1 no CPT = qHTS for Inhibitors of human tyrosyl-DNA phosphodiesterase 1 (TDP1): qHTS in cells in absence of CPT; DT40 Tdp1-/- hTDP1 cells, no CPT, ATP luminescence, 48 h; Potency, µM (top dose mostly 46.2 µM), for the others: at the top dose activity change, negative = growth inhibition, hits mostly inhibitors; 420,000 compounds, 15% hits; AID 686978, 2013; further: nearly all actives have a fitted effect of over 55% in size
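A cellular qHTS used chicken DT40 cells lacking endogenous Tdp1 but carrying stably transfected human TDP1. Compounds were applied without camptothecin, and cell growth kinetics were judged by ATP-dependent luminescence after ≥48 hr.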
DT40 TDP1 CPT = DT40-hTDP1 cell growth loss with CPT | 420,000 compounds, 12% hits | Potency, µM (titrated, usually from 46.2 µM), without a hit: at the top dose activity change, negative = growth inhibition, usual class: inhibitors | chicken DT40 Tdp1-/-;hTDP1 cells + 20 nM CPT, ATP luminescence, 48 h | AID 686979; further: nearly all actives have a fitted effect of over 55% in size
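Chicken DT40 Tdp1-/- cells complemented with human TDP1, 400 cells/well, exposed to compounds plus 20 nM camptothecin for at least 48 h at 37 C; viability read as ATP content by CellTiter-Glo luminescence.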
KAT2A inh = GCN5L2 (KAT2A) acetyltransferase inhibition; Q92830; GCN5L2 HAT assay, ThioGlo1 CoA-SH fluorescence; Potency, µM (highest dose often 58.9 µM), without a hit: at the top dose activity change, negative = inhibition, most hits filed as inhibitors; 390,000 compounds, 0.21% hits; AID 504327
Target sequence (Q92830 whole entry, looked up): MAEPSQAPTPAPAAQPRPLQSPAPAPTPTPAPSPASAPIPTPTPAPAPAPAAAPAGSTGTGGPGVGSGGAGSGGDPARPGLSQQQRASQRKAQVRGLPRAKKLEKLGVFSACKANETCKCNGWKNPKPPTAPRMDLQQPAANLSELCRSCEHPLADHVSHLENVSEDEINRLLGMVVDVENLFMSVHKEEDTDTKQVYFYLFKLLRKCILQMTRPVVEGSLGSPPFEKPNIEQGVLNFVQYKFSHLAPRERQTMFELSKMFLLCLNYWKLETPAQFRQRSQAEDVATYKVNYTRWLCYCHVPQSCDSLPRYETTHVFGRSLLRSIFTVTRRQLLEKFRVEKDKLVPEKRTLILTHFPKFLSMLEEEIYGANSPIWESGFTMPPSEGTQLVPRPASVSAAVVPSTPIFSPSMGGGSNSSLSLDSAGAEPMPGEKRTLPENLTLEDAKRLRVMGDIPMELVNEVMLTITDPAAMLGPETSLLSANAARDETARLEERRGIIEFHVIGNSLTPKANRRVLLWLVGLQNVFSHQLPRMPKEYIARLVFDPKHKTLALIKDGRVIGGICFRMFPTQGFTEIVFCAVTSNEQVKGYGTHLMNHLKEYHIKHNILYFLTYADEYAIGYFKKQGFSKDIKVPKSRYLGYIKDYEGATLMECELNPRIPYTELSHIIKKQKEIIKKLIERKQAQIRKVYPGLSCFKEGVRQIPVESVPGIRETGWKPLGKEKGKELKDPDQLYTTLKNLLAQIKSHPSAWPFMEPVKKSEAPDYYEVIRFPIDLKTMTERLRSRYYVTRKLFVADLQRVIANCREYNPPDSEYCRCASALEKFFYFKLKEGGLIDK
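Preincubate 20nM GCN5L2 with compound 15 min, RT → add 50uM ThioGlo1 + 75uM H3(1-25) + 70uM acetyl-CoA → read fluorescence 0 and 20 min. Primary qHTS; fluorescent artifacts likely.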
Starred values were filed as active, the others as inactive; ? = inconclusive; / = not tested or not shown; & = joins results of further samples; [ ] = remark or other dose. The call rests on the fitted dose curve; in most records, active means well fitted curve in the direction sought with a large enough effect; inconclusive means small, poorly fitted or top-dose-only effect, or another doubt; inactive means no such curve, though single readings can be large; an effect the other way counts as inactive or inconclusive. On the % scale 0 is the no-effect control and ±100 the full control effect; potency means the concentration at half of the fitted maximal effect.

structure,DT40 TDP1 no CPT,DT40 TDP1 CPT,KAT2A inh
Oc1ccc(Br)cc1CNc1cnc2ccccc2c1,?,?,-1%
CCCc1cc(=O)oc2cc(OCc3cc(OC)c(OC)c(OC)c3)c(Cl)cc12,?,?,-18%
CC(NC(=O)c1cnc2ccccc2n1)c1ccccc1 (centres undefined),?,-7%,-6%
CSCC[C@H](NC(=O)OC(C)(C)C)C(=O)N/N=C/c1cccc2cccnc12,21µM*,26µM*,-5%
Cc1cc(CN(C)C(=O)c2ccc3nc(Cc4ccccc4F)oc3c2)n[nH]1,-16%,-25%,0%
N#Cc1c(-c2ccc(Cl)cc2)ccn2nc(C3CCCCC3)nc12,-15%,?,1%
Cc1ccccc1C(=O)NC1CCN(CC(=O)Nc2nccs2)CC1,-9%,-11%,-2%
Fc1ccc(Nc2nc3ccccc3s2)cc1,-29%,-4%,2%
CCN(CC)c1ccc(NS(=O)(=O)c2ccc3c(c2)oc(=O)n3C)c(C)c1,?,26µM*,-9%
Cc1c(Cl)cccc1NC(=O)CCCCCN1C(=O)CCC1=O,-27%,-30%,-9%
Cc1ccc(CCN2C(=O)CCC2(C)C(=O)NC2CCCC2)cc1 (centres undefined),-13%,9%,3%
COc1cc(OC)cc(C(=O)NNC(=O)Cc2ccc(OC)c(S(=O)(=O)N3CCOCC3)c2)c1,-4%,4%,-12%
CCOc1cccc2sc(NC(=O)CCS(=O)(=O)c3ccccc3)nc12,8.2µM*,8.2µM*,-4%
CC(C)(C)c1cc(/C=C2\NC(=O)NC2=O)cc(C(C)(C)C)c1O,?,?,-4%
Cc1cc(NC(=O)CSc2ncnc3sccc23)no1,-9%,-5%,-13%
Oc1ccc(Br)cc1/C=N/Nc1ccccn1,3.7µM*,1.6µM*,-3%
COc1ccccc1CN(C)CC(=O)Nc1cccc(S(=O)(=O)N2CCCC2)c1,23µM*,?,1%
CCOc1ccccc1C1NC(c2ccc3c(c2)OCO3)=CC(c2ccccc2O)N1 (centres undefined),14µM*,11µM*,/
CCOc1ccc2nc(NCCNC(=O)Nc3ccccc3)c(C#N)cc2c1,?,-27%,?
CCCCC/C=C\C\C=C/C=C/C=C/[C@@H](SC[C@H](N)C(=O)NCC(=O)O)[C@@H](O)CCCC(=O)O,2%[0.628 µM],-4%[0.628 µM],2%
CCS(=O)(=O)N1Cc2ccccc2CC1C(=O)Nc1nc2ccccc2s1 (centres undefined),16µM*,?,-13%
Nc1nc(CN2CCN(c3ccc(F)cc3)CC2)nc(N2CCCc3ccccc32)n1,-12%,?,-7%
c1ccc2c(c1)ccc1[nH]c3c(c12)CCCC3,?,-20%,/
COc1ccc(C(=O)N/C(=C\c2ccco2)C(=O)NCCCn2ccnc2)cc1,-1%,-5%,65%[activator]
CCOc1ccc(/C=C/c2nc(C#N)c(N3CCC(C)CC3)o2)cc1,13µM*,10µM*,-19%
C[C@@H]1CN([C@@H](C)CO)C(=O)c2cc(C#Cc3ccccc3)cnc2O[C@@H]1CN(C)Cc1ccccn1,?,?,/
CCNc1nc(NCC)nc(N/N=C(\C)c2ccc(OC)cc2)n1,?,?,-1%
O=C(Cc1cccs1)NCc1cccc(Br)c1,10%,-12%,-1%
CN(C)CCCn1c(SCC(=O)N2c3ccccc3Sc3ccccc32)nc2ccccc2c1=O,23µM*,?,0%
COc1ccccc1CCNC(=O)C(=O)NCC(c1cccs1)S(=O)(=O)c1cccs1 (centres undefined),?,?,-1%
O=C(/C=C/c1cccc(Cl)c1)Nc1ncccn1,-19%,-10%,-7%
O=C(CSc1nc2c(cnn2-c2ccccc2)c(=O)[nH]1)N1CCOCC1,?,?,-2%
CC(=O)c1ccc(N2CCN(C(=S)Nc3ccccc3C(F)(F)F)CC2)cc1,?,?,-8%
CC(C)NC(=O)c1n[nH]c(=O)c2ccccc12,4%,3%,0%
COc1ccccc1NC(=S)NCc1cccnc1,0%,1%,3%
COc1ccc(C2C=C(C34CC5CC(CC(C5)C3)C4)NC(=S)N2)cc1 (centres undefined),?,?,-9%
c1ccc(C2(CN3CCNC[C@H]3Cc3cccc4ccccc34)CC2)cc1,?,?,-5%
CC1CCN(C(=O)CN(CCc2ccccc2)S(C)(=O)=O)CC1,-4%,4%,-2%
Cc1cnc(C(=O)OCC(=O)Nc2cccc(Cl)c2)cn1,0%,-9%,-2%
C=C(CO)C1Cc2cc(C(C)=O)ccc2O1 (centres undefined),-12%,-9%,-15%
O=S(=O)(C/C(=C/CO)S(=O)(=O)c1ccccc1)c1ccccc1,2.3µM*,0.82µM*,-13%
O=C(CN(Cc1ccccc1Cl)C(=O)c1csnn1)NCc1ccc(F)cc1,?,-21%,-1%
CC(=O)Nc1ccc(NC(=O)C(C)Sc2nc3nc(C)cc(C)n3n2)cc1 (centres undefined),-28%,-16%,-5%
CC(=O)N1C[C@H]2CON(C)[C@H]2C[C@H]1c1ccc(-c2ccc(C#N)cc2)cc1,?,?,/
CC(C)(C)c1cccc(C2(O)C(=O)c3ccccc3C2=O)c1O,9.2µM*,?,?
OC1(c2ccccc2)CNCCc2ccccc21 (centres undefined),-12%,-8%,-12%
COc1cccc(NC(=O)C2CCCN(S(=O)(=O)c3cccc4nonc34)C2)c1 (centres undefined),-22%&-14%,-19%&-7%,1%&-1%
Cc1sc2ncnc(N3CCC(C(=O)NNC(=O)COc4cccc(C(F)(F)F)c4)CC3)c2c1C,-28%,?,-4%
CCOC(=O)c1c(NC(=O)CN2C(=O)NC(C)(c3ccc(Cl)cc3)C2=O)sc(C(=O)NC)c1C (centres undefined),12µM*,23µM*,-5%
Cc1cccc(C(=O)Oc2ccccc2-c2nnco2)c1,-16%,-8%,/
O=C(CSCC(=O)OCn1nnc2ccccc2c1=O)Nc1ccc(Cl)cc1,?,21µM*,-3%
Cc1ccc(C(C2=C(O)CC(C)(C)CC2=O)C2C(=O)CC(C)(C)CC2=O)s1 (centres undefined),-24%,-26%,0%
COc1cccc2c(SCC(=O)N/N=C/c3ccc(O)cc3O)cc(C)nc12,10µM*,?,2%
CSCC(=O)Nc1ccc(F)c(Cl)c1,2%,-4%,0%
CC1(C)CC(=O)c2sc(NC(=O)C(C)(C)C)nc2C1,?,?,-7%
Cc1nnc(NC(=O)CN2CCN(Cc3ccccc3)CC2)s1,?,-19%,-15%

Next compounds follow:
structure,DT40 TDP1 no CPT,DT40 TDP1 CPT,KAT2A inh
C[C@@]12C(=O)Nc3ccc(Cl)cc3C(=O)N1[C@H]1c3ccccc3OC[C@@H]1[C@@H]2c1ccccc1,?,?,-7%
COCCN1CCc2[nH]c(=S)[nH]c(=O)c2C1,-24%,?,-1%
N#Cc1ccccc1NC(=O)c1ccc2c(c1)OCO2,-8%,-4%,-2%
Cc1cc(Nc2ccc(C)c(C)c2)n2ncnc2n1,?,-10%,/
Oc1ccc(C[C@H]2CNCCN2CC2CCCCC2)cc1,16µM*,?,-3%
COC(=O)c1ccc(C2NC(=O)NC(C)=C2C(=O)N(C)C)cc1 (centres undefined),-2%,-10%,-15%
CC(C)(C)c1cc[n+](CC(=O)Nc2cc(C(F)(F)F)ccc2N2CCOCC2)cc1,?,?,-6%
Cc1ccc(S(=O)(=O)N2CCCC2CNC(=O)C(=O)Nc2ccc(F)cc2F)cc1 (centres undefined),15µM*,23µM*,2%
CC(C)(C)C1CCC(=NNC(=O)c2ccco2)CC1 (centres undefined),6%,-16%,1%
O=C1CN(C(=O)c2ccccc2F)C(c2ccc(F)cc2)c2cc(F)ccc2N1 (centres undefined),-11%,20%,-1%
Cc1cccc(CN2CCN(CC(=O)NCCCN3CCN(c4ccc(F)cc4)CC3)C2=O)c1,?,11µM*,3%
O=C(N/N=C/c1ccc(Cl)cc1)Nc1ccccc1,8.2µM*,?,-12%
O=C(/C=C/c1cccs1)Nc1ccc(N2CCOCC2)c(S(=O)(=O)Nc2cc(Cl)ccc2Cl)c1,23µM*,?,-10%
COC(=O)C1=C(C)N(C)C(C)=C(C(=O)OC)C1c1ccc(Cl)cc1,?,-24%,-2%
Cc1ccc(Cl)cc1NC(=O)C1CCN(S(=O)(=O)c2cccc3nonc23)CC1,-28%,-9%,-3%
COc1cc(/C=C2\SC(=Nc3c(C)n(C)n(-c4ccccc4)c3=O)NC2=O)ccc1O,?,?,-7%
Cc1ccnc(NC(=O)c2ccc(Cl)s2)c1,-7%,5%,-2%
Cc1cc(C)n2nc(C(=O)NNC(=O)c3ccc(Cl)cc3)nc2n1,0%,-5%,19%
CC(C)CC(=O)Nc1ccc(Oc2ccc(NC(=O)CC(C)C)cc2)cc1,-11%,-11%,-1%
Cc1ccc(C)c(CN2C(=O)CSc3ccc(C(=O)NCc4ccccc4)cc32)c1,16µM*,10µM*,7%
O=C(NNS(=O)(=O)c1ccc(F)cc1)C1CCN(Cc2cccc(F)c2)CC1,-13%,-2%,1%
O=C(Nc1ncccc1O)c1cccc(S(=O)(=O)N2CCc3ccccc32)c1,?,?,-5%
CCn1c(O)c(N=NC(=O)c2cccc(S(=O)(=O)N3CCCCC3)c2)c2ccccc21,23µM*,15µM*,-10%
CCOC(=O)N1CCC(NC(=O)c2ccc(CS(=O)c3ccc(Cl)cc3)o2)CC1 (centres undefined),-27%,2%,-6%
Cc1c(C(=O)NCc2cccc(Cl)c2)sc2nc[nH]c(=O)c12,?,?,4%
CC(=O)Nc1ccc(NC(=O)CN2C(=O)COc3ccc(S(=O)(=O)N4CCOCC4)cc32)cc1,14%,-19%,-8%
O=C(COC(=O)c1ccc(F)cc1)NCCCc1ccccc1,17%,-11%,1%
CC(C)c1nc(CNC(=O)CC2C(=O)NCCN2Cc2ccoc2)cs1 (centres undefined),-2%,5%,1%
CC(=O)Nc1cccc(Oc2ncnc3scc(-c4ccccc4)c23)c1,10µM*,?,-6%
Nc1nonc1-n1nnc(C(=O)N/N=C/c2cc(Br)cs2)c1-c1ccccc1,?,?,1%
O=C(CSc1nc(-c2ccccc2)c(-c2ccccc2)o1)N1CCCCC1,?,?,/
CC(c1ccccc1)n1c(SCC(=O)Nc2ccccc2)n[nH]c1=O (centres undefined),-13%,3%,-5%
O=C(NCCC1=CCCCC1)C(=O)NCc1ccccc1,-14%,-2%,4%
CCCOC(=O)C1[C@H]2C(=O)N(CC3CCCO3)C[C@]23C=C[C@H]1O3 (some centres undefined),-26%,-21%,-2%
COc1ccc(/C=C/C(=O)O)cc1Cl,-1%,-3%,-4%
O=C1NCCNC1(c1c[nH]c2ccccc12)C(F)(F)F (centres undefined),5%,-8%,-3%
CN1C(C(=O)Nc2ccc(OC(F)(F)F)cc2)=CC(c2cccs2)=NS1(=O)=O,3.7µM*,?,-18%&-8%
CC1(C(=O)NS(=O)(=O)c2ccccc2Cl)CCN1C(=O)c1cccc2ccccc12 (centres undefined),-4%,-5%,/
CC/S(=N\S(=O)(=O)c1ccc(C)cc1)c1ccccc1 (centres undefined),0%,-2%,2%
Fc1cccc(Cc2c(-c3ccccc3)nc3c4ccccc4ccn23)c1,16µM*,?,/
O=c1c(CCc2ccccc2)nc2cnc(N3CCOCC3)nc2n1Cc1ccc(F)cc1,-2%,-13%,?
CCC(C)NC(=O)CSc1nc2scc(-c3ccccc3)c2c(=O)[nH]1 (centres undefined),-4%,2%,0%

Some of these compounds in order of molar mass, rising.
structure,DT40 TDP1 no CPT,DT40 TDP1 CPT,KAT2A inh
O=C(N/N=C/c1ccc(Cl)cc1)Nc1ccccc1,8.2µM*,?,-12%
O=C(COC(=O)c1ccc(F)cc1)NCCCc1ccccc1,17%,-11%,1%
Fc1cccc(Cc2c(-c3ccccc3)nc3c4ccccc4ccn23)c1,16µM*,?,/
c1ccc(C2(CN3CCNC[C@H]3Cc3cccc4ccccc34)CC2)cc1,?,?,-5%
Cc1ccc(S(=O)(=O)N2CCCC2CNC(=O)C(=O)Nc2ccc(F)cc2F)cc1 (centres undefined),15µM*,23µM*,2%
CC(=O)Nc1ccc(NC(=O)CN2C(=O)COc3ccc(S(=O)(=O)N4CCOCC4)cc32)cc1,14%,-19%,-8%

Screening data from PubChem BioAssay.

An excerpt; rates above refer to the full screens.
